Source: PubChem
RTF Ca sens inh – cardiac RTF calcium sensitivity inhibitors, primary screen, biochemical, IANBD-TnC fluorescence, EC70 calcium. 340,000 compounds, 0.12% hits. inhibition, % at 7.15 µM. Troponin I, cardiac muscle (Homo sapiens) + Troponin T, cardiac muscle (Homo sapiens) + …. IANBD-labeled cardiac RTF, Ca2+ fluorescence;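 active = inhibition above the mean inhibition of all tested compounds plus 3 SD, cut at about 17% in these data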;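 also: assay run at fixed EC70 calcium of 1.6 mM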
dFosB activator – activators of delta FosB homodimer, primary screen, biochemical, fluorescence polarization, TAMRA-CDK5 oligo, single point; Protein FosB (Mus musculus), P13346; purified delta FosB; percent of positive-control signal above neutral wells; activation, % at 25 µM; 340,000 compounds, 0.99% hits;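 active = mean activation above about 17%, with every replicate also reaching it, limit read from the data, passing the limit was not always enough; inconclusive = only one of the two conditions met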;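 also: fluorescence polarization rise as delta FosB binds a TAMRA Cdk5 AP-1 oligo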
Target sequence (P13346 whole entry, looked up): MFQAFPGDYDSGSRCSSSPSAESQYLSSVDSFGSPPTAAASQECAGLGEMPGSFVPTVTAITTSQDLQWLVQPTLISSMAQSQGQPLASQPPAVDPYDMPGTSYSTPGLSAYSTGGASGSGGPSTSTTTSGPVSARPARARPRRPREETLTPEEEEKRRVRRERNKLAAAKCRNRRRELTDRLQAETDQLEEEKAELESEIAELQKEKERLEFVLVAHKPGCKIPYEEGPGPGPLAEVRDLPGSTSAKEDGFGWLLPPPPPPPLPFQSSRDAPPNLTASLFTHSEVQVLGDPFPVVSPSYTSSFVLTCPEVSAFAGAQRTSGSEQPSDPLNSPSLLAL
PfHsp90 yeast 2 – growth inhibition of PfHsp90-expressing yeast, primary screen, antimalarial PfHsp90 inhibitor project, S. cerevisiae, BacTiter-Glo luminescence, single point, set 2; BacTiter-Glo ATP, 48 h; yeast lacking PDR1 and PDR3 efflux regulators; 310,000 compounds, 0.32% hits; inhibition, % at 9.4 µM; AID 504621, 2011;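 active = every replicate shows inhibition above about 80%, whatever the replicate mean, limit read from the data; inconclusive = mean inhibition reaches the set limit but some replicate falls short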;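 also: 0% = DMSO neutral controls and 100% = 20 µM radicicol positive controls; yeast relying on Plasmodium falciparum Hsp90 in place of its own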
Mot1-301 SUMO – yeast Mot1-301 growth rescue at high temperature, primary screen, SUMOylation pathway inhibitor project, S. cerevisiae, ATP luminescence, 38.5C; S. cerevisiae Mot1-301 growth rescue; percent above DMSO median, 100 means doubled; growth rescue, % at 18.8 µM; 320,000 compounds, 1% hits; AID 2716, 2010;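 active = every valid replicate shows activation above 250% relative to neutral control wells; inactive = the rest, any valid replicate at or below 250%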;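 also: OY570 slx delta 5 strain wells were the positive control but not used for scaling; some compounds called inactive have numbers as strong as hits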
Keap1 Nrf2 FP – Keap1-Nrf2 protein-protein interaction inhibitors, primary screen, biochemical, fluorescence polarization, single point; Kelch-like ECH-associated protein 1 (Homo sapiens), Q14145; Keap1 Kelch-Nrf2 peptide fluorescence polarization, 1536-well; inhibition, % at 9.4 µM; 340,000 compounds, 0.15% hits; AID 504523, 2011; in the data active = inhibition above about 12%; inconclusive = no clear call, values can overlap the other calls; inactive = below about 7.3%;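 also: human Keap1 Kelch domain with fluorescein labeled Nrf2 9mer peptide probe; 0% = neutral control wells and 100% = peptide positive control; higher means more block of Keap1 binding to Nrf2 peptide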
Target sequence (Q14145 whole entry, looked up, the tested form may be a part): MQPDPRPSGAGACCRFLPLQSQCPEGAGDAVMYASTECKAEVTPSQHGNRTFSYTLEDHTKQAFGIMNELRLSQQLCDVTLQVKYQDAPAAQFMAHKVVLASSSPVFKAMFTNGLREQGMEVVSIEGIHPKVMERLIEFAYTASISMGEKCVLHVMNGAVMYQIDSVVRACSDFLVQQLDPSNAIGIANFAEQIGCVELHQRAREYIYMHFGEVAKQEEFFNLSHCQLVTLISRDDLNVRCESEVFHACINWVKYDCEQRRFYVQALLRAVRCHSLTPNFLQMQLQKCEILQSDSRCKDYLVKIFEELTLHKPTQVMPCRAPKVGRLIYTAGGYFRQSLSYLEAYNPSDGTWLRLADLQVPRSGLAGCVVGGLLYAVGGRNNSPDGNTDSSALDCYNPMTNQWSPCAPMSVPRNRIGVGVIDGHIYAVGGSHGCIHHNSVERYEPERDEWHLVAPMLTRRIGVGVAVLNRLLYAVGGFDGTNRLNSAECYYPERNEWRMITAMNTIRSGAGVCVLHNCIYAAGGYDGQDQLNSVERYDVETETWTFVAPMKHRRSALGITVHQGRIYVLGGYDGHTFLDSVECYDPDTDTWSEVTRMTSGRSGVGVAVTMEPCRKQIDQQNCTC
PvdQ inh – P. aeruginosa PvdQ acylase inhibitors, primary screen, biochemical, fluorescence, plate reader and imaging, single point. purified PvdQ acylase. inhibition, % at 10 µM. 340,000 compounds, 0.063% hits; in the data active = inhibition above about 30%, passing the limit was not always enough; inconclusive = no clear call, values can overlap the other calls;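 also: 0% = vehicle neutral wells and 100% = reference inhibitor wells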
NSD2 inh – NSD2 histone methyltransferase inhibitors, primary screen, biochemical, AlphaScreen, single concentration, set 2; Histone-lysine N-methyltransferase NSD2 (Homo sapiens), O96028; NSD2 peptide methylation, 120 min; inhibition, % at 12.5 µM; 310,000 compounds, 0.54% hits; in the data active = inhibition above about 50%
cardiac RTF act – cardiac RTF calcium sensitivity activators, primary screen, biochemical, IANBD-TnC fluorescence, EC20 calcium | IANBD-labeled TnC RTF fluorescence at EC20 calcium; 0% EC20 calcium, 100% full calcium | AID 493008, 2010 | activation, % at 7.2 µM | Troponin I, cardiac muscle (Homo sapiens) + Troponin T, cardiac muscle (Homo sapiens) + … | 340,000 compounds, 0.24% hits;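 active = activation above the mean over all tested compounds plus 3 SD, cut at about 30% in these data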;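 also: rise in fluorescence read as greater calcium sensitivity of cardiac thin filaments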
Rtt109 HAT inh – inhibitors of C. albicans Rtt109/Vps75 HAT, primary screen, biochemical, ThioGlo CoA-SH fluorescence, plate reader | inhibition, % at 34.9 µM | AID 540336, 2011 | 330,000 compounds, 0.16% hits | Histone acetyltransferase RTT109 (Candida albicans (strain SC5314 / ATCC MYA-2876)), … | purified Rtt109/Vps75, 4 h;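 active = inhibition of at least 50% in every replicate; inconclusive = best replicate reaches 50% inhibition but some replicates fall short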
CDK5 inh – inhibitors of human CDK5/p35 kinase, primary screen, biochemical, single concentration | Recombinant CDK5/p35, ADP-Glo luminescence, 60 min | inhibition, % at 10 µM | 330,000 compounds, 0.01% hits;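 active = highest replicate inhibition of at least 50% and at least 75% of replicates reaching 50%; inconclusive = only one of the two criteria met; inactive = both criteria failed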;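 also: plate controls were DMSO neutral control for no effect and GW8510 at 10 µM for full effect; many of its hits are not listed in these tables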
LANA DNA inh – inhibitors of KSHV C-LANA binding to DNA, primary screen, biochemical, fluorescence polarization, FAM-LBS DNA, MBP-C-LANA, single point; Kaposi's sarcoma herpesvirus LANA C-terminal domain (residues 932-1162) DNA binding; inhibition, % at 9 µM; 340,000 compounds, 0.078% hits; AID 504423, 2011;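 active = highest replicate inhibition at or above 60% at 9 µM, even if other replicates fall short; inactive = all replicates below 60% inhibition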;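 also: 0% = neutral control wells and 100% = 4 µM acridine orange control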
* hit, by the source's call; u = inconclusive; x = not tested or not shown.

Structure	RTF Ca sens inh	dFosB activator	PfHsp90 yeast 2	Mot1-301 SUMO	Keap1 Nrf2 FP	PvdQ inh	NSD2 inh	cardiac RTF act	Rtt109 HAT inh	CDK5 inh	LANA DNA inh
COCCNC(=O)C(C)N1c2cccc3cccc(c23)S1(=O)=O (configuration not stated)	-12	1	-39	19	-1	-5	-1	9	-17	0.2	0.9
Clc1ccccc1Oc1cnc2ccccc2n1	-7	-12	13	x	1	3	0	6	-18	2.2	0.3
Cc1cc(C)nc(NC(=O)c2c(Cl)cccc2Cl)n1	5	-10	-78	-3	-1	14	-3	-1	-3	-0.9	85*
CCOC(=O)Cn1c(=O)oc2cc(S(=O)(=O)N3CCc4ccccc43)ccc21	-10	-4	-9	9	-5	-3	x	4	0	-0.6	-0.5
CCN(CC)S(=O)(=O)c1ccc(OC)c(NC(=O)CC2CCCC2)c1	-12	-8	-8	-15	-2	-13	-3	-9	9	1.7	0.0
O=C(c1ccco1)N1CCN(CCOCCOc2cccc3ccccc23)CC1	-2	1	-7	7	-7	-12	6	-2	6	0.3	-0.1
C#CCn1c(=NC(=O)c2ccc(S(=O)(=O)N3CCc4ccccc4C3)cc2)sc2cc(S(N)(=O)=O)ccc21	-6	51*	-8	1	5	-17	x	4	3	0.2	2.0
O=C(c1ccccc1)c1ccc(Cn2cc(-c3ccccc3)nn2)cc1	-2	-6	-72	30	-3	-18	x	0	6	-0.9	1.0
CC(C)Oc1ccc(S(=O)(=O)N2CCOCC2)cc1NC(=O)C1=NN(c2ccccc2)C(=O)CC1	4	-1	-11	x	0	-23	5	3	-2	-2.4	-0.2
CCOc1cc(/C=N/NC(=O)C(=O)NCCCOC(C)C)cc(Br)c1O	-6	-1	-29	1	-2	-8	0	2	-2	x	0.6
CS(=O)(=O)c1ccc([C@@H](O)[C@@H](CO)NC(=O)C(Cl)Cl)cc1	-8	-2	-5	-9	0	6	x	4	5	1.0	-0.7
C/C(=N\Nc1nc2ccccc2[nH]1)c1ccc(N2CCOCC2)cc1	-18	8	-22	-7	-5	-7	x	4	7	0.6	-0.9
O=C(O)/C=C/C(=O)Nc1ccc(O)cc1	-11	-3	-26	-8	2	-15	-3	6	5	-0.5	6.2
Cc1ccsc1C(=O)NCCC(c1ccccc1)c1ccccc1	0	0	24	-12	1	u	3	4	2	1.1	1.7
COc1ccccc1CN1CCN(S(=O)(=O)c2ccc(C)cc2)CC1	6	3	-16	7	-4	-5	-1	2	-2	0.2	-1.0
CCOC(=O)C1=C(C)N(CCCC(=O)O)C(=O)NC1c1ccc(Cl)cc1 (configuration not stated)	16	-1	-3	211	-3	-8	x	1	-5	-1.3	-1.9
Cc1ccc(C(=O)N(C)c2ccc(OCC(=O)N3c4ccc(C)cc4C4CN(C)CCC43)cc2)cc1 (configuration not stated)	-3	-5	10	-5	-4	10	x	2	17	0.0	1.3
O=C(NCCc1c[nH]c2ccc(Cl)cc12)c1ccc([N+](=O)[O-])cc1	3	-3	-8	1	-5	-14	-2	-1	-1	0.6	-0.9
COc1ccc(Nc2nc(NCc3ccco3)nc(N/N=C/c3ccccc3)n2)cc1	-13	29*	-15	-8	-1	-14	0	3	25	0.8	-2.1
O=C(COc1ccc(F)cc1F)N1CCCCCCC1	0	2	0	156	-1	-14	1	-8	2	-0.2	0.0
COc1cc(CNCCNC(=O)c2nonc2N)ccc1OCc1ccc(Cl)nc1	-1	-2	-12	-1	-1	-18	0	7	-11	1.8	-0.2
COC(=O)c1sccc1NC(=O)c1ccc(Br)o1	-24	-29	10	-11	-1	-14	7	2	1	-2.1	-0.9
COc1ccc(-c2noc(Cc3cccs3)n2)cc1	3	-8	11	28	0	-13	-10	1	1	1.4	0.0
Cc1ccc(-n2nc3c(=O)n(CCCC(=O)NCC(C)c4ccccc4)nc(C)c3c2C)cc1 (configuration not stated)	-7	-18	-10	-1	-1	-13	0	-7	8	x	0.8
COC(=O)c1cccc(N(C(=O)c2ccco2)C(C(=O)NC2CCCC2)c2ccc(N3CCOCC3)cc2)c1 (configuration not stated)	-3	-15	10	-7	4	-6	1	-7	4	0.5	-0.4

Additional records follow:
Structure	RTF Ca sens inh	dFosB activator	PfHsp90 yeast 2	Mot1-301 SUMO	Keap1 Nrf2 FP	PvdQ inh	NSD2 inh	cardiac RTF act	Rtt109 HAT inh	CDK5 inh	LANA DNA inh
COC(=O)C1=C(N)Oc2cc(C)n(CCCn3ccnc3)c(=O)c2C1c1ccc(Cl)cc1 (configuration not stated)	2	4	-20	-32	-3	-6	4	-3	8	1.5	-1.1
O=C(CNC(=O)c1ccc(Br)o1)NC12CC3CC(CC(C3)C1)C2	1	-5	13	173	2	7	-4	1	58*	0.6	-0.2
CC(C)CC(=O)NC(c1ccccc1Cl)c1c(O)ccc2ccccc12 (configuration not stated)	-6	1	2	-18	5	1	-1	5	17	-0.3	-2.0
O=c1[nH]c(Cc2ccccc2Cl)nc2ccccc12	-1	5	14	-18	-1	7	-1	-5	5	0.6	-1.1
CN(Cc1ccccc1)C(=O)c1ccc(NC(=O)Cc2ccc([N+](=O)[O-])cc2)cc1	-2	-4	-3	-4	0	-5	x	1	9	-0.8	1.2
COc1ccccc1OCC(=O)Nc1ccc2c(c1)C(=O)N(CC1CCCO1)C2=O (configuration not stated)	5	-1	x	13	-2	7	9	-3	2	-0.3	0.3
COc1cccc(CNC(=O)C(CC(C)C)NC(=O)c2ccccc2C)c1 (configuration not stated)	-9	-4	2	-9	4	-5	-1	5	4	0.1	2.8
c1ccc(C(c2ccccn2)c2ccccn2)cc1	-3	3	-14	8	-4	-11	-3	-6	-7	-0.9	-0.4
O=C(CC1C[C@H](C(=O)N2CCOCC2)[C@@]2(CCC3CCCC3)c3[nH]c4ccccc4c3CCN2C1=O)NCCC1=CCCCC1 (some centres not stated)	-1	4	-21	6	-5	-9	x	-7	3	-1.3	-0.3
O=C(CSc1nnc(-c2cccs2)o1)Nc1cccc(S(=O)(=O)N2CCCCC2)c1	-5	0	17	9	-1	-8	x	10	-3	-1.3	-1.2
COc1cccc(OC)c1C(=O)Nc1ccc2c(c1)OCCO2	0	-5	2	39	-1	-15	-1	-1	-10	-0.4	-0.7
CC1(c2ccccc2)NC(=O)N(N)C1=O (configuration not stated)	-5	4	8	0	-3	16	-4	3	17	0.1	-0.5
Cn1c(-c2sc3ccccc3c2Cl)n[nH]c1=S	3	-2	-23	36	4	-15	2	-2	-4	-2.4	-1.0
CCN1CCN(C(=S)Nc2ccc([N+](=O)[O-])cc2)CC1	-18	-8	-18	147	-5	-12	12	1	-2	-2.4	-1.8
Cn1nnc2cc(C(=O)N3CCC(c4ccccc4)C3)ccc21 (configuration not stated)	-6	-5	-2	26	-2	-10	3	6	-7	0.4	-2.0
Cc1ccc(S(=O)(=O)N2CCCC2)cc1C(=O)O	0	2	x	1	-7	-24	x	-2	0	-4.2	-0.7
COc1ccc(OCC(=O)NC(=S)Nc2ccccc2F)cc1	3	-2	-12	-12	-4	1	-4	-3	-7	-0.4	-1.1
Nc1nnnn1/N=C/c1ccccn1	-11	1	-9	-12	5	0	-2	-1	-8	0.4	0.1
CCC1(C)SC(N)=NN1C(C)=O (configuration not stated)	-3	-1	-4	-9	1	-1	-5	7	11	0.8	7.0
COc1ccc(NC(=O)c2ccc(-c3nn(C)c(=O)c4ccccc34)cc2)cc1C(N)=O	7	11	3	-5	-1	-13	1	0	-20	0.3	-1.9
O=C(CN(C(=O)c1ccc2c(c1)OCCO2)c1ccccc1)NCC1CCCO1 (configuration not stated)	0	1	16	-5	-3	-10	17	9	x	-1.1	1.6
CCCCOC(=O)Nc1nnc(CC(=O)NCc2ccccc2)s1	-6	-5	14	-1	0	-2	-1	-5	-10	0.2	2.6
CCn1cc(/C=N\NC(=O)c2ccccc2Cl)cn1	8	7	-10	-6	-1	-2	-2	0	5	0.0	-0.4
COc1ccccc1Oc1coc2cc(OCC(N)=O)ccc2c1=O	-2	-1	-13	-4	-6	-13	-2	1	4	-0.2	-1.4
O=C(CN1CCN(c2ccccn2)CC1)Nc1ccc(OCc2ccccc2)cc1	-4	-8	-2	8	-6	-8	1	2	1	-4.4	-2.1

Other compounds
Structure	RTF Ca sens inh	dFosB activator	PfHsp90 yeast 2	Mot1-301 SUMO	Keap1 Nrf2 FP	PvdQ inh	NSD2 inh	cardiac RTF act	Rtt109 HAT inh	CDK5 inh	LANA DNA inh
CC(=O)c1c(N2CCN(C(=O)C3CCCO3)CC2)nc(=S)n(-c2ccccc2)c1C (configuration not stated)	-7	-2	-21	3	-21	-11	6	4	x	-0.6	1.0
Cc1cccc(Nc2nc3c(S(=O)(=O)c4ccccc4)nnn3c3ccccc23)c1	-10	5	7	-16	-3	-2	-1	5	-11	-1.7	0.4
COCCn1c(C)cc(C(=O)CSc2nc(C)c(C)c(C)n2)c1C	-5	-6	-18	7	0	1	7	-1	4	-0.8	0.2
CCc1ccc(/C=N/NC(=O)c2cc(-c3ccncc3)nc3ccccc23)s1	1	-12	-14	259	-5	-9	-1	-8	5	0.8	-0.4
COc1ccc(NCC(=O)N/N=C2\CCc3ccccc32)cc1	-8	-5	x	x	-4	-15	5	7	5	0.8	-0.2
CC1CCCN(S(=O)(=O)c2cccc(C(=O)OCC(=O)N(C)Cc3c(F)cccc3Cl)c2)C1 (configuration not stated)	0	-7	-9	25	-1	-3	1	0	3	0.2	1.4
CCCC(=O)OCC(=O)c1[nH]c(C)c(C(C)=O)c1C	9	-4	6	-18	-3	-13	19	-5	1	-0.5	1.0
COc1ccccc1C(=O)NCCC(=O)N1CCN(c2ccccc2O)CC1	3	-8	x	-18	-3	0	0	-6	0	-0.4	-0.5
COc1ccc(C(=O)N=C2SC3CS(=O)(=O)CC3N2Cc2ccccc2)cc1OC (configuration not stated)	-7	6	6	-18	0	0	-1	0	3	-0.2	-1.0
